rTrxR1 inhibitor = qHTS Assay for Inhibitors of Mammalian Selenoprotein Thioredoxin Reductase 1 (TrxR1): qHTS; Potency, µM (highest dose often 114 µM), without a hit: at the top dose activity change, negative = inhibition, usual class: inhibitors; recombinant rTrxR1, NADPH fluorescence consumption, selenite substrate; AID 588453, 2011; actives 1% (n = 390,000); further: on the % scale 0 is the no-effect control and ±100 the full control effect; nearly all actives have a fitted effect of over 65% in size
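Rat TrxR1 (90 nM in the dispensed reagent) was pre-reduced with 400 uM NADPH for 5 min at room temperature, then incubated with compound for 15 min. After 400 uM selenite was added, NADPH fluorescence (Ex 340/Em 450 nm) was followed for 8 min.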
Vif-A3G inh = qHTS for Inhibitors of Vif-A3G Interactions: qHTS. actives 0.076% (n = 410,000). HeLa A3G-eYFP + Vif (tagged APOBEC3G with the HIV-1 protein that degrades it), YFP fluorescence, overnight. DNA dC->dU-editing enzyme APOBEC-3G (Homo sapiens), Q9HC16. Potency, µM (doses to about 46.1 µM), inactives show at the top dose activity, negative = active, actives largely listed as inhibitors;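 further: on the % scale 0 is the no-effect control and ±100 the full control effect; nearly all actives have a fitted effect of over 60% in size; hits raise eYFP signal because A3G escapes Vif-driven loss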
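HeLa cells stably expressing Vif and C-terminally eYFP-tagged A3G, seeded overnight at 37 deg C, then exposed to compound by pintool overnight at 37 deg C. Rise in yellow fluorescence (Ex 488/Em 500-530, Acumen) marks blocked Vif-driven A3G degradation.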
ALOX12 inh = Primary qHTS assay for inhibitors of human arachidonate 12S-lipoxygenase (ALOX12): Round 2; AID 1671190, 2021; actives 1.1% (n = 580,000); purified 12hLO, xylenol orange hydroperoxide absorbance; Potency, µM (series often up to 108 µM), without a hit: top-dose activity change, negative = inhibition, usual class: inhibitors; Polyunsaturated fatty acid lipoxygenase ALOX12 (Homo sapiens), P18054; further: on the % scale 0 is the no-effect control and ±100 the full control effect
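Hydroperoxide product was detected by ferrous iron/xylenol orange as the 573 to 405 nm absorbance ratio. Arachidonic acid at 40 uM (final) was turned over for 30 min at room temperature by 150 nM human 12hLO, pH 7.0 Hepes buffer, after 15 min compound preincubation.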
Vif-APOBEC3F blk = qHTS for Inhibitors of Vif-A3F Interactions: qHTS. actives 0.2% (n = 390,000). HeLa A3F-eYFP + Vif (tagged APOBEC3F with the HIV-1 protein that degrades it), YFP fluorescence increase. Potency, µM (titrated, usually from 46.1 µM), for the others: top-dose activity, negative = active; further: % of control where 0% means no effect; nearly all actives have a fitted effect of over 65% in size
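HeLa cells stably expressing A3F-eYFP plus Vif, plated and incubated overnight at 37 deg C, then exposed to compounds overnight at 37 deg C. Blocked degradation read as raised yellow fluorescence (Ex 488/Em 500-530).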
mIDH1 inhibitor = qHTS for Inhibitors of mutant isocitrate dehydrogenase 1 (IDH1): qHTS. Potency, µM (series often up to 76.6 µM), without a hit: at the top dose activity change, negative = inhibition, hits mostly inhibitors. Isocitrate dehydrogenase [NADP] cytoplasmic (Homo sapiens), O75874. actives 0.093% (n = 390,000). IDH1-R132H enzyme, NADPH consumption, diaphorase/resazurin fluorescence; further: on the % scale 0 is the no-effect control and ±100 the full control effect; nearly all actives have a fitted effect of over 65% in size
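IDH1-R132H (0.5 ug/mL) preincubated 30 min with compound, then NADPH (0.016 mM) and alpha-KG (2 mM) added; 80 min at RT, pH 7.5. Remaining NADPH coupled via diaphorase/resazurin to fluorescence (540/590 nm); concentration-response curves normalized to no-enzyme control.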
TrxR1 substrate = qHTS Assay for Substrates of Mammalian Selenoprotein Thioredoxin Reductase 1 (TrxR1): qHTS; Thioredoxin reductase 1, cytoplasmic (Rattus norvegicus), O89049; purified TrxR1 substrate turnover, NADPH consumption readout; Potency, µM (titrated, usually from 114 µM), for the others: at the highest dose activity change, negative = substrate turnover; actives 0.01% (n = 390,000); AID 588456, 2011; further: on the % scale 0 is the no-effect control and ±100 the full control effect; nearly all actives have a fitted effect of over 50% in size
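Rat TrxR1, dispensed at 90 nM, was prereduced with 400 uM NADPH (final) for 5 min at ~22 deg C, then incubated with compound 15 min before 400 uM selenite. A first-read NADPH fluorescence drop versus no-compound background flagged substrates.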
RGS4 inh = Inhibitors of Regulator of G Protein Signaling (RGS) 4: qHTS. actives 0.039% (n = 390,000). Regulator of G-protein signaling 4 (Homo sapiens), P49798. Potency, µM (titrated, usually from 114 µM), inactives show at the highest dose activity change, negative = inhibition, most hits filed as inhibitors. Transcreener GDP fluorescence polarization, RGS4-accelerated GTP hydrolysis. AID 504845, 2011; further: on the % scale 0 is the no-effect control and ±100 the full control effect; nearly all actives have a fitted effect of over 75% in size; some results filed as inactive show a strong effect at the top dose
Target sequence (P49798 whole entry, looked up): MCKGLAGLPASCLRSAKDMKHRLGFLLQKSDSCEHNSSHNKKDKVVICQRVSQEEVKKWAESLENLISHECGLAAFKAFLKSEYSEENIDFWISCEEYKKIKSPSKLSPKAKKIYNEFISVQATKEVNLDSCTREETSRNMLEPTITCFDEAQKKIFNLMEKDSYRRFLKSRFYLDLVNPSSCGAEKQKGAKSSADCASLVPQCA
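MLSMR compounds (23 nl, pin-transferred) preincubated 10 min at room temperature with a 500nM (2x) first reagent, then RGS4 at 900nM (2x) plus Transcreener GDP mix added; fluorescence polarization (620/688 nm) read before and after 90 min at 30 °C.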
USP1-UAF1 inh = Inhibitors of USP1/UAF1: Primary Screen | actives 0.23% (n = 390,000) | recombinant USP1/UAF1, Ub-Rhodamine cleavage fluorescence | Ubiquitin carboxyl-terminal hydrolase 1 (Homo sapiens), O94782 | Potency, µM (titrated, usually from 57.1 µM), inactives show at the highest dose activity change, negative = inhibition, usual class: inhibitors | AID 743255, 2014; further: on the % scale 0 is the no-effect control and ±100 the full control effect; nearly all actives have a fitted effect of over 60% in size; inactives centre near -12
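Step one: compound is pinned into 1nM USP1/UAF1 in HEPES pH 7.8 buffer with TCEP. Step two: 15 min room-temperature incubation. Step three: Ub-Rho (150nM final) starts cleavage, tracked by fluorescence over six one-minute reads.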
RXFP1 agonist = qHTS Assay for Agonists of the Relaxin Receptor RXFP1; Relaxin receptor 1 (Homo sapiens), Q9HBX9; HEK293T-RXFP1 cAMP TR-FRET, 30 min; response scale: percent of porcine relaxin response, buffer zero; Potency, µM (doses to about 57.5 µM), without a hit: at the highest dose activation, usual class: activators; actives 0.3% (n = 370,000); further: on the % scale 0 is the no-effect control and ±100 the full control effect; nearly all actives have a fitted effect of over 60% in size; many of its hits are not listed in these tables
Target sequence (Q9HBX9 whole entry, looked up): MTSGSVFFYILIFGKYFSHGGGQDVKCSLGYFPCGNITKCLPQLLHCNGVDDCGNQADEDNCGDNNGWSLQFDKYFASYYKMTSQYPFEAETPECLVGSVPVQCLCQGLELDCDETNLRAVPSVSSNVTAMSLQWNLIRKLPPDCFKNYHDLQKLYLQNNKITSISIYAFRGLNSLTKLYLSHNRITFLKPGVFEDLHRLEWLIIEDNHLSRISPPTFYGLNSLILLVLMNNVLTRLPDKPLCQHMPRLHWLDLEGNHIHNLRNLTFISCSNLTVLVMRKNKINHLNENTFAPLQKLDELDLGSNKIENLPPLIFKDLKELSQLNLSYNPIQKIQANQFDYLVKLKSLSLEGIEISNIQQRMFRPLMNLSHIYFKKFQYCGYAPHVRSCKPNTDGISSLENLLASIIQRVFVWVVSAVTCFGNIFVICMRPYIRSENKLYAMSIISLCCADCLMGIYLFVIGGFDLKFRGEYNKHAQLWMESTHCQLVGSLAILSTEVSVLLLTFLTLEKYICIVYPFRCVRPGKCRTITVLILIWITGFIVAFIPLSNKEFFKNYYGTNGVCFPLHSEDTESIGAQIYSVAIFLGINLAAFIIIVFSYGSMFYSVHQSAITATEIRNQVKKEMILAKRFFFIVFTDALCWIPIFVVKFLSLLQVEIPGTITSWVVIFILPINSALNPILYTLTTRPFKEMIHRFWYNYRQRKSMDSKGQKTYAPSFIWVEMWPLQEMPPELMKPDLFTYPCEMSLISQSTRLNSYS
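HEK293T cells stably expressing RXFP1 were pretreated with the PDE4 inhibitor Ro 20174, exposed to compounds for 30 min at 37C, lysed, and cAMP was read by TR-FRET. Data normalized to buffer (basal) and 29 nM porcine relaxin (100%).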
* hit, by the source's call; ? = inconclusive; nt = not tested or not shown; [ ] = dose if it differs, or a comment. The call rests on the fitted dose curve; in most records, active means well fitted curve in the direction sought with a large enough effect; inconclusive means small, poorly fitted or top-dose-only effect, or another doubt; inactive means no such curve, though single readings can be large; an effect the other way counts as inactive or inconclusive. Potency means the concentration at half of the fitted maximal effect. Some of the compounds tested; count on the stated rates, not on these rows.

SMILES	rTrxR1 inhibitor	Vif-A3G inh	ALOX12 inh	Vif-APOBEC3F blk	mIDH1 inhibitor	TrxR1 substrate	RGS4 inh	USP1-UAF1 inh	RXFP1 agonist
COc1ccc(OC)c(/C=C/C(=O)OCC(=O)NCc2ccco2)c1	7%	1%	-25%	-23%	8%	11%	-16%	-24%	5.8%
CC(=O)CSc1nc2nccnc2[nH]1	nt	-4%	-4%	4%	9%	nt	nt	-16%	nt
S=c1[nH]nc(COc2ccc(Cl)cc2Cl)n1-c1ccccc1	-18%	-4%	?	-1%	1%	0%	8%	-4%	0.3%
CCOC(=O)N1CCN(C(=O)c2cn(C)c3ccc(S(=O)(=O)N4CCCC4)cc3c2=O)CC1	8%	1%	-2%	-3%	0%	3%	-9%	-21%	3.0%
CC(=O)c1ccc(NC(=O)Cn2nc(N3CCN(c4ccccc4)CC3)ccc2=O)cc1	3%[57.1 µM]	3%	0%	0%	-11%	-2%[57.1 µM]	3%	-4%	1.5%
CCOC(=O)c1cccc(NC(=O)c2cnc3ccccc3n2)c1	18%[57.1 µM]	-15%	9%	-15%	11%	-7%	-21%	-26%	-0.6%
CC(=O)N1c2ccc(S(=O)(=O)N(C)CC(=O)NCc3ccccc3)cc2CC1C (stereo not given)	6%	2%	3%	-8%	-1%	-4%	13%[11.4 µM]	-7%	0.4%
Cc1ccc(-n2c(=O)[nH]cc(C(=O)Nc3ccc4c(c3)OCO4)c2=O)cc1C	6%	-10%	-7%	-19%	10%	-3%	-7%	-20%	-1.0%
Cc1cc(C(=O)Nc2sc3c(c2C#N)CCC(C(C)(C)C)C3)no1 (stereo not given)	8%[57.1 µM]	?	-17%	-7%	7%	13%[57.1 µM]	-21%	-4%	4.3%
O=C(NCCCN1CCC(Cc2ccccc2)CC1)c1ccc2nc(N3CCOCC3)sc2c1	2%	1%	?	5%	-4%	-3%	3%	-8%	3.4%
CC(C)OC(=O)Cn1c(=O)sc2ccccc21	10%	1%	2%	8%	7%	-6%	4%	-1%	-0.5%
O=C(CSc1nnnn1C1CCCCC1)NCCc1ccccc1	25%	1%	-7%	-5%	-3%	10%	-10%	16%	2.2%
Cc1ccc(C(=O)NCc2ccccn2)cc1NC1=NC2CS(=O)(=O)CC2S1 (stereo not given)	7%[57.1 µM]	0%	5%	-3%	12%	9%	-4%	-12%	8.8%
Cc1ccc(-c2ccc(/C=N/n3cnnc3)o2)cc1	-14%	3%	?	9%	9%	-5%	11%	-12%	0.0%
CC(C)c1nc(SCC(=O)NC(=O)NC(C)(C)C)n[nH]1	4%	-3%	18%	4%	-3%	-2%	-33%	-8%	1.0%
COc1cc(/C=C/C(=O)c2cccc([N+](=O)[O-])c2)cc(OC)c1OC	?	?	-16%	2%	6%	-15%	?	-20%	4.9%
CC(C)c1ccc(C2c3[nH]c4ccccc4c3C[C@H]3C(=O)N(c4ccccc4C(=O)N4CCC[C@@H]4C(=O)O)C(=O)N23)cc1 (stereo not given in full)	14%	3%	-26%	3%	22%	7%	-7%	-19%	-0.3%
CCN(CC(=O)NC(=O)NCc1ccco1)Cc1ccccc1	17%	-3%	12%	3%	7%	8%	-4%	-16%	-0.6%
CCOC(=O)C1=C(c2ccccc2)NC(=O)NC1c1ccc(O)c(Cl)c1 (stereo not given)	19%	-10%	-16%	3%	13%	6%	-31%	-21%	2.3%
Cc1cccc(C)c1OCC(=O)Nc1ccccc1C(=O)N1CCOCC1	-1%	1%	0%	7%	-2%	-7%	18%	-7%	-2.8%
CC1CCc2c(c3ccccc3[nH]c2=O)O1 (stereo not given)	-9%	-2%	11%	-6%	3%	-5%	13%	-11%	1.7%
O=C(COc1cccc(F)c1)NNC(=O)Cc1ccc(S(=O)(=O)N2CCOCC2)s1	8%	-17%	-5%	3%	-15%	6%	1%	-12%	-2.1%
c1ccc(C(c2nnnn2Cc2cccs2)N2CCN(C3CCCC3)CC2)cc1 (stereo not given)	-7%[57.1 µM]	0%	0%	-12%	1%	-4%	-15%	-3%	0.9%
Cc1csc(NC(=O)C2CCCCN2S(=O)(=O)c2ccccc2)n1 (stereo not given)	3%[57.1 µM]	0%	6%	3%	12%	-5%[57.1 µM]	-23%	-12%	2.3%
CCCCOC(=O)c1ccc(NC(=S)NC(=O)c2ccco2)cc1	-20%	0%	?	-2%	4%	-3%	?	-7%	-0.5%
Cc1cc(NC(=O)Cc2csc(-c3ccccc3)n2)ccc1Br	-3%	0%	-18%	-13%	1%	0%	-10%	-14%	5.6%
O=C(NNC(=S)Nc1ccc(F)cc1)c1ccccc1OC(F)F	-1%	2%	-8%	0%	12%	40%[activator]	-47%	-15%	0.1%
O=C(C[n+]1ccccc1)N/N=C/c1ccccc1C(F)(F)F	7%	0%	10%	2%	-6%	3%	14%	-17%	-2.0%
CCCCN(CC)CCNC(=O)CCNC(=O)Cn1ccc2ccccc2c1=O	18%	-4%	-4%	-2%	-1%	6%	-1%	-18%	1.1%
Cc1nn(-c2ccccc2)c(OC(=O)c2ccccc2Br)c1S(=O)(=O)c1ccccc1	14%	1%	-34%	0%	4%	6%	-13%	-30%	2.5%
CC(C)C[C@H](NC(=O)C1(c2ccccc2)CCN(C(=O)OC(C)(C)C)CC1)C(=O)N1CCC[C@H]1C(=O)O	7%	0%	0%	-18%	15%	0%	31%	-12%	0.2%
CCOC(=O)N/N=C/c1cc(OC)c(O)c(OC)c1	5%	-4%	-10%	-8%	-1%	2%	-4%	-2%	-1.2%
CCN1C(=O)[C@H]2[C@@H](c3ccc(OC)cc3)N3C(=O)CN(Cc4ccccc4)C(=O)[C@@]3(C)[C@H]2C1=O	8%[57.1 µM]	-6%	-4%	-3%	-2%	8%[57.1 µM]	16%	-26%	-0.5%
Cn1cc(C(=O)C(=O)NC2CC2)c2ccccc21	3%	-1%	3%	-15%	20%	-5%	-38%	-7%	nt
Cc1ccc(C(=O)N/C(=C\c2ccc(-c3ccc([N+](=O)[O-])cc3)o2)C(=O)NC2CCS(=O)(=O)C2)cc1 (stereo not given)	-1%	?	?	?	2%	-6%	9%	-25%	6.9%
COc1ccc(CNC(=O)c2cccc(S(=O)(=O)N3CCN(c4ccc(F)cc4)CC3)c2)cc1	24%	1%	4%	-2%	1%	4%	4%	-2%	1.6%
COc1cccc(OC)c1C(=O)N1CCN(Cc2ccc3c(c2)OCO3)CC1	-13%	-1%	?	-2%	2%	-9%	-1%	-8%	0.3%

Entries from the list above containing an NH in an aromatic ring, in the order listed:
SMILES	rTrxR1 inhibitor	Vif-A3G inh	ALOX12 inh	Vif-APOBEC3F blk	mIDH1 inhibitor	TrxR1 substrate	RGS4 inh	USP1-UAF1 inh	RXFP1 agonist
CC(=O)CSc1nc2nccnc2[nH]1	nt	-4%	-4%	4%	9%	nt	nt	-16%	nt
S=c1[nH]nc(COc2ccc(Cl)cc2Cl)n1-c1ccccc1	-18%	-4%	?	-1%	1%	0%	8%	-4%	0.3%
Cc1ccc(-n2c(=O)[nH]cc(C(=O)Nc3ccc4c(c3)OCO4)c2=O)cc1C	6%	-10%	-7%	-19%	10%	-3%	-7%	-20%	-1.0%
CC(C)c1nc(SCC(=O)NC(=O)NC(C)(C)C)n[nH]1	4%	-3%	18%	4%	-3%	-2%	-33%	-8%	1.0%
CC(C)c1ccc(C2c3[nH]c4ccccc4c3C[C@H]3C(=O)N(c4ccccc4C(=O)N4CCC[C@@H]4C(=O)O)C(=O)N23)cc1 (stereo not given in full)	14%	3%	-26%	3%	22%	7%	-7%	-19%	-0.3%
CC1CCc2c(c3ccccc3[nH]c2=O)O1 (stereo not given)	-9%	-2%	11%	-6%	3%	-5%	13%	-11%	1.7%

A section of the results above, as a working copy:
SMILES	rTrxR1 inhibitor	Vif-A3G inh	ALOX12 inh	Vif-APOBEC3F blk	mIDH1 inhibitor	TrxR1 substrate	RGS4 inh	USP1-UAF1 inh	RXFP1 agonist
CC1CCc2c(c3ccccc3[nH]c2=O)O1 (stereo not given)	-9%	-2%	11%	-6%	3%	-5%	13%	-11%	1.7%
O=C(COc1cccc(F)c1)NNC(=O)Cc1ccc(S(=O)(=O)N2CCOCC2)s1	8%	-17%	-5%	3%	-15%	6%	1%	-12%	-2.1%

High-throughput results deposited in PubChem by National Center for Advancing Translational Sciences (NCATS).
